697 NFkB inh = lowers PMA/ionomycin-induced NF-kB signal in 697 B cells; 697 B-cell NF-kB luciferase reporter, 16 h; inhibition, % at 4 µM; actives 0.33% (n = 330,000); AID 435022; in the data active = inhibition above about 35%
CCR6 antag = CCR6 (human) receptor antagonism | inhibition, % at 20 µM | CHO-K1 CCR6 PathHunter beta-arrestin, luminescence, CCL20-stimulated | P51684 | actives 0.49% (n = 340,000) | AID 493098;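 active = compounds whose inhibition of the agonist-driven luminescence signal at 20 µM reaches about 50%, limit read from the data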;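 note: cells stimulated with CCL20 at 14 nM final; plate controls were DMSO with CCL20 for no effect and DMSO without agonist for full effect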
Target sequence (P51684 whole entry, looked up): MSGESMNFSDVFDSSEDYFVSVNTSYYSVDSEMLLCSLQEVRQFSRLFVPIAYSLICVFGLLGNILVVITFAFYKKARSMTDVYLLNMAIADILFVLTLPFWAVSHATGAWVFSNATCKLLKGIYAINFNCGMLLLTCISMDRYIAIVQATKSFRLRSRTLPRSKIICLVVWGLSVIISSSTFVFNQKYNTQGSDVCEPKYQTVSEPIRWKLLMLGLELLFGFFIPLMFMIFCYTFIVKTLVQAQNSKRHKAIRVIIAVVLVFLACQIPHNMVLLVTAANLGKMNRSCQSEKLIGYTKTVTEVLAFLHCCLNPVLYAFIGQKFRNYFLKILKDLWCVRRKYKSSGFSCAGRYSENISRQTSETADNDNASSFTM
CXCR6 block = blocks human CXCR6 beta-arrestin recruitment. CHO-K1 PathHunter CXCR6 beta-arrestin, luminescence. inhibition, % at 20 µM. actives 0.36% (n = 360,000); in the data active = inhibition above about 34%, passing the limit was not always enough;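 note: antagonist mode with CXCL16 agonist at 10 nM final; 0% = 10 nM CXCL16 with DMSO and 100% = unstimulated wells without agonist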
Target sequence (O00574 whole entry, looked up): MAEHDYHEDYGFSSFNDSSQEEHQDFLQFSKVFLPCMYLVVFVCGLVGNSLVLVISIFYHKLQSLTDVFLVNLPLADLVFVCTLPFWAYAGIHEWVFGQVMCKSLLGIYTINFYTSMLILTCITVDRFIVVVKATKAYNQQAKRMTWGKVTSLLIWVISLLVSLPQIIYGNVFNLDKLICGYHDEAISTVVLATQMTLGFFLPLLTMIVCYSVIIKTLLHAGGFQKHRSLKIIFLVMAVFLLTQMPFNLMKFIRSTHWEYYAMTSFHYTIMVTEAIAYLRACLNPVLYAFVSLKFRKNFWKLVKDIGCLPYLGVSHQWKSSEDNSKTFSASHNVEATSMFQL
CHOP UPR activ = apoptotic UPR (CHOP) activation; activation, % at 10 µM; actives 0.34% (n = 330,000); CHO-CHOP luciferase reporter, luminescence; percent of tunicamycin response over DMSO baseline;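 active = at 10 µM dose, activation of 40% or more, normalized to positive control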;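 note: 100% = tunicamycin at 10 µg/mL and 0% = DMSO alone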
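System: CHO CHOP reporter cells. Amount: 500 cells per well. Buffer or medium: F12 medium, 10% FBS. Compound dosing: one dose, 10 µM in 0.5% DMSO. Incubation: 6 h compound exposure at 37 °C after overnight seeding. Technique: Steady-Glo luciferase luminescence. Benchmarks: tunicamycin and DMSO controls.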
UPR XBP1 act = activators of adaptive arm of unfolded protein response (XBP1); CHO-XBP1 luciferase reporter, IRE1-XBP1 UPR activation, luminescence; percent of tunicamycin response, DMSO as zero; actives 0.33% (n = 330,000); activation, % at 20 µM;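 active = versus positive control, 20 µM dose yields 30% or more activation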;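 note: 100% = tunicamycin at 10 µg/mL and 0% = DMSO only wells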
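Assay system: IRE1-XBP1 luciferase reporter CHO line. Input: 1000 cells/well. Buffer or medium: F12 with 10% serum. Doses: 20 µM, 1% DMSO. Times: overnight seeding at 37 °C, 6 h compound treatment at 37 °C. Technique: Steady-Glo luciferase glow luminescence, 10 min after reagent addition.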
Mdm2 MdmX PPI = disrupts the human Mdm2-MdmX interaction | inhibition, % at 8 µM | actives 3% (n = 330,000) | SaOS-2 split-luciferase Mdm2/MdmX complementation, luminescence;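 active = inhibition of at least 50% at 8 µM in the primary screen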
EBI2 block = blocks human EBI2 receptor beta-arrestin signaling; P32249; EBI2 beta-arrestin recruitment, luminescence, 7a,25-OHC stimulated; inhibition, % at 5 µM; actives 0.81% (n = 360,000); AID 651636; in the data active = inhibition above about 38%;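 note: enzyme fragment complementation signal reports receptor beta-arrestin coupling in cells; 0% = agonist plus DMSO wells and 100% = wells without agonist; some results beyond the cut were filed as inactive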
Target sequence (P32249 whole entry, looked up, the tested form may be a part): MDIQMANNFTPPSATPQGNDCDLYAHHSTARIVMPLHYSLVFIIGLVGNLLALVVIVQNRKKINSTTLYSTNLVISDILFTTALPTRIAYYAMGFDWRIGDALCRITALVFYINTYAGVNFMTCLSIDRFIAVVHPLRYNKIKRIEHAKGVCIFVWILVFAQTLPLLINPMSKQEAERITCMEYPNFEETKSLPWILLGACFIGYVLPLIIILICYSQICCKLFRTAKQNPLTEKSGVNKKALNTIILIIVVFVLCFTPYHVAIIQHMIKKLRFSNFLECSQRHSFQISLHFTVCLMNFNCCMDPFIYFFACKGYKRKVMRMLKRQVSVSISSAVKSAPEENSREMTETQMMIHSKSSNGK
Jurkat NFkB inh = lowers PMA/ionomycin-induced NF-kB signal in Jurkat cells | AID 435003 | actives 0.53% (n = 330,000) | PMA/ionomycin-induced NF-kB luciferase reporter, luminescence | inhibition, % at 4 µM; in the data active = inhibition above about 50%
Gli-Sufu antag = Gli-Sufu pathway antagonism; Sufu-KO-LIGHT fibroblasts, Gli luciferase reporter luminescence; inhibition, % at 5 µM; actives 0.74% (n = 340,000);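 active = inhibition above about 55%, limit read from the data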;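 note: 0% = DMSO-treated cells and 100% = wells with medium but no cells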
* = called active by the depositor; . = not tested or not shown.

SMILES	697 NFkB inh	CCR6 antag	CXCR6 block	CHOP UPR activ	UPR XBP1 act	Mdm2 MdmX PPI	EBI2 block	Jurkat NFkB inh	Gli-Sufu antag
COc1ccc(-c2ccc(OC)c([C@H]3[C@H]4C=CC[C@@H](C)[C@@H]4C(=O)N3Cc3ccccc3)c2)cc1OC	32	11	29	1.6	4	58*	21	9	18
C/C(=N/NC(=O)c1ccc(C)s1)c1cccc(NC(=O)COc2ccc(Cl)cc2C)c1	16	4	-6	14	56*	89*	23	-8	-8
Cc1ccc(C(=O)C2=C(O)C(=O)N(Cc3ccccc3)C2c2cccnc2)o1 (stereo not drawn)	14	-12	-11	1.0	0	-22	11	-5	-4
Cc1ccc(-c2nn(C)c(=O)c3ccccc23)cc1CNC(=O)CSc1nc2ccccc2o1	6	7	8	-0.5	-3	21	-2	9	-15
CC1(C)O[C@@H]2C[C@H]3[C@@H]4C[C@H](F)C5=CC(=O)C=C[C@]5(C)[C@H]4[C@@H](O)C[C@]3(C)[C@]2(C(=O)CO)O1	17	7	-3	-0.6	-6	5	-6	11	10
Cc1ccc(C2Nc3ccccc3C(=O)N2CCN2CCNC2=O)cc1 (stereo not drawn)	-19	-2	-6	-0.9	-2	-1	-11	-7	-3
COC(=O)c1ccc(CNC(=O)Cn2cc(C)c(=O)[nH]c2=O)cc1	.	11	4	.	.	.	-11	.	1
Cc1cc(C)cc(OCC(=O)OCc2nnc(-c3ccccc3)o2)c1	6	7	-2	-0.4	4	6	-11	-5	-1
N#C/C(=C(/O)COC(=O)CCc1ccc(S(=O)(=O)N2CCOCC2)cc1)c1nc2ccccc2[nH]1	5	16	-9	-1.2	-1	10	-21	-11	8
Cc1ccc(C(=O)OCC(=O)N(C)c2ccccc2)c(C)c1	4	-9	-7	0.7	0	11	15	-10	-2
O=C(Nc1ccc(S(=O)(=O)NC2=NCCCCC2)cc1)c1cccs1	-7	3	-6	0.6	0	-12	6	-7	1
COc1ccc(C)cc1Nc1n[n+](-c2ccccc2)c(-c2ccc(OC)c(OC)c2OC)s1	2	1	-4	4.3	0	39	7	21	20
COCCNC(C)C(=O)Nc1ccc(Br)cc1 (stereo not drawn)	0	0	2	1.9	-6	-5	-5	-3	-13
CCN1CCN(C(=O)c2ccc(N3CC4CC(C3)c3cccc(=O)n3C4)c([N+](=O)[O-])c2)CC1 (stereo not drawn)	21	-8	-4	-0.6	-2	33	-10	-7	2
CSc1ccc(CCNC(=O)CS(=O)(=O)Cc2nc(-c3ccccc3F)oc2C)cc1	-10	11	3	1.4	0	16	17	17	-5
COc1ccc(S(=O)(=O)N2CCCC(C(=O)N3CCN(C)CC3)C2)cc1Cl (stereo not drawn)	-23	-1	3	1.5	-2	13	-25	-6	7
CCCCn1c(N)c(N(CCOC)C(=O)c2ccc(S(=O)(=O)N(CC)c3ccccc3)cc2)c(=O)[nH]c1=O	18	5	2	-1.3	0	-12	-4	21	-8
CCC(=O)OCC(=O)c1c(N)n(Cc2ccccc2)c(=O)n(C)c1=O	-12	8	16	0.8	-2	2	-1	-9	5
COC(=O)CNC(c1ccccc1)c1cc(C)ccc1NC(=O)CNC(=O)OCc1ccccc1 (stereo not drawn)	-14	12	-18	-2.2	-1	28	12	-18	7
CCC(C)(C)NC(=O)CCCSc1nc2ccccc2s1	-32	18	1	2.8	0	-33	16	-33	-36
CCOc1ccc2nc(COC(=O)c3ccncc3)c(C(=O)c3ccccc3)[n+]([O-])c2c1	-52	9	2	5.3	0	12	45*	-62	-4
O=C(Cn1c(=O)c2c(ncn2Cc2ccccc2)n(Cc2ccccc2)c1=O)N1CCCC1	-29	5	3	-0.5	-2	-10	-3	5	6
COC(=O)c1cc(C(=O)Nc2cccc(C)n2)cc([N+](=O)[O-])c1	10	1	-4	-1.6	-6	9	10	16	-27
Nc1nc2ccccc2n1/N=C/c1ccc(-c2ccccc2)o1	-68	-6	-12	7.4	2	-81	2	-82	-26
O=Nc1c(O)c2ccccc2c2ccccc12	.	-14	-33	.	.	.	-51	.	12

Part of the list above, with values under each structure.
Values run as follows: 697 NFkB inh | CCR6 antag | CXCR6 block | CHOP UPR activ | UPR XBP1 act | Mdm2 MdmX PPI | EBI2 block | Jurkat NFkB inh | Gli-Sufu antag
- Cc1ccc(C(=O)OCC(=O)N(C)c2ccccc2)c(C)c1
    4 | -9 | -7 | 0.7 | 0 | 11 | 15 | -10 | -2
- O=C(Cn1c(=O)c2c(ncn2Cc2ccccc2)n(Cc2ccccc2)c1=O)N1CCCC1
    -29 | 5 | 3 | -0.5 | -2 | -10 | -3 | 5 | 6
- CCOc1ccc2nc(COC(=O)c3ccncc3)c(C(=O)c3ccccc3)[n+]([O-])c2c1
    -52 | 9 | 2 | 5.3 | 0 | 12 | 45* | -62 | -4
- Nc1nc2ccccc2n1/N=C/c1ccc(-c2ccccc2)o1
    -68 | -6 | -12 | 7.4 | 2 | -81 | 2 | -82 | -26
- Cc1ccc(C2Nc3ccccc3C(=O)N2CCN2CCNC2=O)cc1 (stereo not drawn)
    -19 | -2 | -6 | -0.9 | -2 | -1 | -11 | -7 | -3

Carrying on:
SMILES	697 NFkB inh	CCR6 antag	CXCR6 block	CHOP UPR activ	UPR XBP1 act	Mdm2 MdmX PPI	EBI2 block	Jurkat NFkB inh	Gli-Sufu antag
Clc1ccc(-c2ccnc3nc(N4CCOCC4)nn23)c(Cl)c1	.	14	-7	.	.	.	2	.	1
O=c1c2cc(N3CCOCC3)ccc2[nH]c(=S)n1Cc1ccccc1Cl	-28	1	-5	0.8	5	-31	0	-17	31
COc1ccc(NC(=O)CN(C)C(=O)c2ccccc2Sc2ncnc3sc(C)c(C)c23)cc1	13	8	-5	-1.3	-2	14	-22	-2	-7
CC1=NN(c2ccc(C)cc2)C(=O)/C1=C/c1ccc(-c2cc([N+](=O)[O-])ccc2O)o1	-20	72*	42*	2.0	0	67*	7	-11	-7
Cn1nnnc1SCC(=O)NCCc1ccc(Cl)cc1	17	-6	-5	-1.5	-1	-19	-3	11	-7
CS(=O)(=O)NCCNC(=O)c1cc(OCC(F)(F)F)ccc1OCC(F)(F)F	16	1	3	-2.0	-4	3	-2	7	1
Clc1ccc(C2=NCCn3nc4ccccc4c32)cc1	-29	7	-5	1.4	7	26	-7	31	0
COc1ccc2sc(-c3ccccc3OC)c(C#Cc3cncn3C)c2c1	4	12	4	2.3	0	34	6	0	-1
Cc1ccc(NN=C2C(=O)OC(C)(C)OC2=O)c(C)c1	-69	18	4	5.8	-1	-20	-1	-19	-1
COc1ccc(S(=O)(=O)NCCN2CCOCC2)cc1Br	-9	12	-3	-0.2	-4	12	7	-9	-6
O=C1c2ccccc2-c2c1cccc2C(=O)N(CCO)CCO	2	-4	7	-0.9	-2	-2	-7	-2	-17
O=C(COC(=O)CNC(=O)C1CCCCC1)Nc1ccc(Cl)cn1	8	5	1	-1.2	0	-11	3	-13	1
O=C(NCCC(=O)N1CCCCC1)c1ccccc1Cl	8	-3	-2	0.1	-1	15	3	6	-8
CCC(=O)Oc1ccc2ccccc2c1CNC(=O)c1ccccc1	-20	-1	-4	1.0	-1	55*	-5	-11	4
O=C(c1ccc2c(c1)N(Cc1ccccc1)CCS2)N1CCCCC1	-4	14	2	-0.1	-3	-2	6	-1	7
O=C(CN1CCCCCC1)N1c2ccccc2Sc2ccc(C(F)(F)F)cc21	3	35	0	-0.6	-3	13	17	3	-4
CC(C)n1c(NCc2ccc(Cl)cc2)nc2ccccc21	6	6	15	-1.9	-4	15	8	12	-9
O=C(COc1ncnc2ccccc12)N1CCOCC1	10	9	6	-0.3	-2	-25	4	17	-1
Cc1ccc2c3c1C(=O)C(=O)N3C(C)(C)CC2C (stereo not drawn)	18	-2	5	1.5	-2	3	3	9	8
Cc1c(Cl)cccc1NC(=O)CSc1ncnc2c1cnn2CCO	-2	15	4	-0.1	-3	-13	0	6	-17
O=C(CN1CCOCC1)Nc1ccc([N+](=O)[O-])cc1	-12	19	-11	0.4	-2	7	14	-18	-3
COc1cc2[nH]c(=O)n(CCCCCC(=O)NCCCN3CCOCC3)c(=O)c2cc1OC	-41	15	-7	-1.4	0	-19	5	-6	26
COC(=O)N1CCN(c2ccc(C)c(C)c2)CC1	-4	.	.	2.3	1	10	.	-5	.
Cc1cc(NC(=O)CSc2ccc3nnc(-c4cccc(F)c4)n3n2)no1	-7	-5	6	-3.2	-3	19	-9	-13	6
Cc1nc2ccc(C(=O)N3CCSCC3)cc2s1	20	-3	-5	-0.9	-3	17	-12	7	-7
(more compounds)
SMILES	697 NFkB inh	CCR6 antag	CXCR6 block	CHOP UPR activ	UPR XBP1 act	Mdm2 MdmX PPI	EBI2 block	Jurkat NFkB inh	Gli-Sufu antag
CCOc1ccc(C=Nc2cccc3ncccc23)cc1	-10	-4	-3	1.1	0	-4	-11	6	3
CCOc1cc(/C=N/NC(=O)CCc2n[nH]c(=O)[nH]c2=O)ccc1O	-15	19	0	1.7	1	5	-16	-3	2
O=C(NCc1ccco1)c1cc(-c2ccco2)on1	14	-1	1	6.0	1	10	9	-47	-28
COc1ccc(OC)c(CC(=O)Nc2ccc3c(c2)CCC3)c1	5	19	6	-0.8	0	-4	4	7	-10
O=C(Cc1ccc(-n2c(=O)c3ccccc3n(Cc3ccccc3Cl)c2=O)cc1)NCC1CCCO1 (stereo not drawn)	9	13	12	0.0	2	4	4	-9	7
O=C(CSc1n[nH]c(-c2ccccc2Cl)n1)NC1CCCCC1	-21	8	8	0.6	1	-30	-7	-25	-24
CCOC(=O)C1CCCN(C(=O)CCCn2c(=O)c3cccn3c3cccnc32)C1 (stereo not drawn)	-48	2	-6	-0.4	-5	17	1	-23	40
COc1ccc(/C=N/NC(=O)CNC(=O)c2cccs2)cc1	-29	6	2	1.1	0	-19	12	-2	-3
Cc1cc(NC(=O)c2cc(-c3cccc(Cl)c3)on2)no1	19	-12	3	-0.6	0	-4	-4	3	2
Cc1cc(C(=O)NN=C2CC(=O)CC(C)(C)C2)c(C)o1	7	6	1	0.0	-2	0	-3	4	-5
CSc1ncccc1C(=O)Nc1nnc(C2CC2)s1	7	4	-1	1.2	1	6	2	0	7
COc1ccc(Cl)cc1NC(=O)CN(C)C(=O)c1ccc(-n2nc(C)cc2C)cc1	-1	9	-9	0.1	-1	14	-3	17	1
Cc1ccnc(NC(=O)c2cccc(NC(=O)c3ccc(Cl)cc3)c2)c1	.	-7	8	.	.	.	5	.	-28
CCCC(C(=O)NC(C)(C)C)N(Cc1ccccc1Cl)C(=O)c1snc(C(N)=O)c1N (stereo not drawn)	9	-1	-2	-0.8	-8	14	18	-6	-2
FC(F)(F)c1nc2ccccc2n1CCNc1nc(CN2CCCCC2)cs1	9	18	1	2.4	5	23	-3	-1	23
CCC12CC3CC(C1)CC(C(=O)NNC(N)=O)(C3)C2	0	-8	4	0.1	-2	4	-4	-13	0
C=CCn1c(SCC(=O)c2cc(C)n(Cc3cccs3)c2C)nnc1-c1ccncc1	-6	-11	-1	1.8	-1	4	-5	3	0
CC(=O)Nc1ccc(S(=O)(=O)Nc2c(C)n(C)n(-c3ccccc3)c2=O)cc1	10	9	10	-0.2	-1	13	-2	2	3
O=C1N[C@@H](Cc2ccccc2)C(=O)N1CCN1CCOCC1	-42	7	7	-1.8	2	-1	-5	-6	-10
Clc1ccc(C2=CSC3=Nc4cccc5cccc(c45)N23)cc1	0	17	-4	12	3	18	9	1	10
COc1ccc(S(=O)CC(=O)Nc2ccccc2Cl)cc1 (stereo not drawn)	0	12	2	-1.3	-1	7	-6	-5	-3
CCC1=C(OC(=O)N(CC)CC)N2C(=O)OC(=NCC3CC3)[C@]2(C)[C@H]2C1=CC[C@H]1C(=O)N(CC)C(=O)[C@H]12	0	14	2	-1.3	2	-8	-8	13	-16
